High-throughput results: PubChem, several laboratories
BoNT A protease: BoNT/A light chain protease inhibitors, primary screen, biochemical, flow cytometry, MLPCN library; multiplex microsphere protease substrate cleavage; inhibition, % at 10 µM; Botulinum neurotoxin type A light chain protease (Clostridium botulinum A str. ATCC 3502); actives 0.17% (n = 360,000); note: plate controls were buffer without enzyme for full effect and enzyme alone for no effect
TcdB GH inh: TcdB glycohydrolase inhibitors, primary screen, biochemical, single point, plate reader. Toxin B (Clostridioides difficile), P18177. TcdB glycohydrolase enzymatic assay. inhibition, % at 9.99 µM. actives 0.24% (n = 350,000). AID 652162, 2013; in the data active = inhibition above about 10%
Target sequence (P18177 whole entry, looked up): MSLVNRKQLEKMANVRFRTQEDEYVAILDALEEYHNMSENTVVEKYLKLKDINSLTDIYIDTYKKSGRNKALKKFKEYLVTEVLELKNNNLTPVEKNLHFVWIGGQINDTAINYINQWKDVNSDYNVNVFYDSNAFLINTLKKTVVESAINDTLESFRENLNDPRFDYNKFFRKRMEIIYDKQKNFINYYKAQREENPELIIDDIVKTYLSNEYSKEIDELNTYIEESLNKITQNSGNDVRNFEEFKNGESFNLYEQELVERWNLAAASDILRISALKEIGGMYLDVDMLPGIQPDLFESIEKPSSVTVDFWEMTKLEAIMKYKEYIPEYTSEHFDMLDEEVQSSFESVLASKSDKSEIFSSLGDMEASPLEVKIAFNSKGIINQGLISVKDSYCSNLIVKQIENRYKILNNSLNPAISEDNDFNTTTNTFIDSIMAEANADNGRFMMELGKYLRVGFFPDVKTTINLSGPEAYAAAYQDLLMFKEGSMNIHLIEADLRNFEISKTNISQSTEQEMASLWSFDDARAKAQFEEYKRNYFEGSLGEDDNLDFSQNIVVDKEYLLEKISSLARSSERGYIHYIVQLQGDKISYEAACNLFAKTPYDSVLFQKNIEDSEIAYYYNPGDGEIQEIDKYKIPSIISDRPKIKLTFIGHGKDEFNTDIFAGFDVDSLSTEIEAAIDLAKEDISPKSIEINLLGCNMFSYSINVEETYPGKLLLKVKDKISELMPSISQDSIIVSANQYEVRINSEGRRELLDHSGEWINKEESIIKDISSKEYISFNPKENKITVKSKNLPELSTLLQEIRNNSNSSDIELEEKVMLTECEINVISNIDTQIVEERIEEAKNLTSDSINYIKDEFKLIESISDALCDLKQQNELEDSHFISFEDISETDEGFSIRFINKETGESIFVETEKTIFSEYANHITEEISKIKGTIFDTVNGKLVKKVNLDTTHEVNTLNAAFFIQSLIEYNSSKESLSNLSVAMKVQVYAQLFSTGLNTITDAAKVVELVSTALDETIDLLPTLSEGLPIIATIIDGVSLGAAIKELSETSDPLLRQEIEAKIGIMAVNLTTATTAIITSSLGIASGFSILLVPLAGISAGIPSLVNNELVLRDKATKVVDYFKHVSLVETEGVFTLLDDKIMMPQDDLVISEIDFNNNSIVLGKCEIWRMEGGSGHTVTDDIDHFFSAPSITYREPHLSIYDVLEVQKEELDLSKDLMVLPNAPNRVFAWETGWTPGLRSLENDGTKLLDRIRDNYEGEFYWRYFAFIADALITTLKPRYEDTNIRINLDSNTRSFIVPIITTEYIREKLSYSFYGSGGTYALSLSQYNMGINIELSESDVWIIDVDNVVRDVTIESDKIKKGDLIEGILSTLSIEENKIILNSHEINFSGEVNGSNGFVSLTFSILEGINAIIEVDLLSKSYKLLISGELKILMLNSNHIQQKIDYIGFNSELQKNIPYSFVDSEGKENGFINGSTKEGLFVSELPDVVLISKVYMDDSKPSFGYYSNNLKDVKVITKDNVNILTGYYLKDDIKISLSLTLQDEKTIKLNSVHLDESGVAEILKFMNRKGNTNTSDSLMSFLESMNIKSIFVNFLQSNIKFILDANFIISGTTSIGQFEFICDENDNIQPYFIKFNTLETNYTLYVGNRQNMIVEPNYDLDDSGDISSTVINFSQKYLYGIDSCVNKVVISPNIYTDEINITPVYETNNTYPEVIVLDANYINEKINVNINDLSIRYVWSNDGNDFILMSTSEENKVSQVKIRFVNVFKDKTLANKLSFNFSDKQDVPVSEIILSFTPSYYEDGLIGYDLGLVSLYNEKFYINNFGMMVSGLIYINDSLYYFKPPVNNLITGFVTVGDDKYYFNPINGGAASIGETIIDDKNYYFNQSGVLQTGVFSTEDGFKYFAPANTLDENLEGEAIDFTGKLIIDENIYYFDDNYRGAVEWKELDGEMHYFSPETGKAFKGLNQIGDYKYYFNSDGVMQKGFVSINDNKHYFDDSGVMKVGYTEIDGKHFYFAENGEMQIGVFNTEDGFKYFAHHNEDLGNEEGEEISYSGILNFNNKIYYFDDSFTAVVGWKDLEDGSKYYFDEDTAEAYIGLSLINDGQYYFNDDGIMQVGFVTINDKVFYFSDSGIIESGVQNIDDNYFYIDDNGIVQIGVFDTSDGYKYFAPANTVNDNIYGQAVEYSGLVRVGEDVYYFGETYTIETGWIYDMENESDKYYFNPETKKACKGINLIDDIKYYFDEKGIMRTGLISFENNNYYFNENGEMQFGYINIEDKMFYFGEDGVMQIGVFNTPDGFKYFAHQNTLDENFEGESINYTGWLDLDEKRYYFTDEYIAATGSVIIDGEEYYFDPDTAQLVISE
Vc quorum ag: inducers of Vibrio cholerae quorum light production without autoinducers, primary screen, BH1578 luxS cqsA deficient, single point; activation, % at 18.7 µM; AID 588436, 2011; actives 0.16% (n = 350,000); V. cholerae BH1578 lux reporter, luminescence, 6 h; in the data active = activation mostly above about 9.7%, no sharp cut-off; inconclusive = no clear call, values can overlap the other calls; inactive = mostly below about 3.7%; note: not every result past the cut was called active; inactives centre near 0; reference of the scale not given here
Anthrax LF inh2: Bacillus anthracis LF protease inhibitors, primary screen, biochemical, multiplex microsphere, MLPCN library. actives 0.12% (n = 360,000). Lethal factor (Bacillus anthracis), P15917. multiplex microsphere protease cleavage assay. AID 588501, 2011. inhibition, % at 10 µM; note: plate controls were buffer without enzyme for full effect and enzyme alone for no effect
PrPC surface inh: inhibitors of human cell surface prion protein PrPC, primary screen, cell-based, TR-FRET | inhibition, % at 13.8 µM | Major prion protein (Homo sapiens), P04156 | actives 0.43% (n = 370,000) | TR-FRET read-out; in the data active = inhibition above about 24%; note: 0% = median of the test wells and 100% = reference compound wells
PfHsp40 rescue: rescue of yeast from PfHsp40 toxicity, primary screen, S. cerevisiae, ATP luminescence; growth rescue, % at 12.5 µM; S. cerevisiae expressing PfHsp40, growth rescue; actives 0.68% (n = 340,000); AID 504582, 2011; in the data active = growth rescue above about 28%, passing the limit was not always enough; inconclusive = no clear call, values can overlap the other calls;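 note: yeast W303a lacking pdr1 and pdr3 grown in galactose medium; growth measured after three days at 30 °C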
3CLpro inhibitor: SARS-CoV 3CLpro protease inhibitors, primary screen, biochemical, quenched FRET | recombinant SARS-CoV 3CLpro, quenched FRET peptide cleavage | inhibition, % at 6 µM | actives 0.14% (n = 290,000) | AID 1706, 2009; in the data active = inhibition above about 12%
PriA SSB inh: inhibitors of Klebsiella pneumoniae PriA binding to SSB C-terminal tail, primary screen, biochemical, AlphaScreen; PriA–SSB C-terminal tail interaction (Klebsiella pneumoniae); AlphaScreen SSBct-PriA binding, biotinylated peptide; inhibition, % at 33 µM; actives 0.6% (n = 430,000); in the data active = inhibition mostly above about 37%, no sharp cut-off; inactive = mostly below about 20%;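 note: plate controls were negative control peptide for no effect and reference peptide for full effect; strong numbers were not always called active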
Yp Topo-I inh: Yersinia pestis topoisomerase I inhibitors, primary screen, biochemical, cleavage product accumulation, plate reader, single point; activity, % at 10 µM; AID 504884, 2011; actives 0.064% (n = 360,000); Y. pestis Topo-I cleavage product accumulation; in the data active = activity above about 50%, passing the limit was not always enough; inconclusive = no clear call, values can overlap the other calls; note: inactives centre near 2
Numbers without * were called inactive; i = inactive; ? = inconclusive; / = not tested or not shown; & = joins results of further samples. Cut-off read from the data, not from the text of the source, unless noted: active = inhibition above about 30%; inconclusive = no clear call, values can overlap the other calls; inactive = below that. A portion of the library. The share of hits here may be higher or lower than overall.

Results follow in this order: PfHsp40 rescue	Yp Topo-I inh	Vc quorum ag	PrPC surface inh	BoNT A protease	3CLpro inhibitor	TcdB GH inh	Anthrax LF inh2	PriA SSB inh
Cc1ccccc1Cn1nc(C)c(NC(=O)C2c3ccccc3Oc3ccccc32)c1C
  5.2	8	i	4	0.1	-2	/	1	-16
CN(C)c1ccc(N=C/C=C2/N(C)c3ccccc3C2(C)C)cc1
  -0.2	-9	i	-13	-3.9	-7	-70	-9	54
O=C(NNC(=O)c1ccc(NC(=O)c2ccccc2)cc1)Nc1ccccc1
  0.4	7	0.6	6	0.4	0	1.7	-6	-5
COc1cccc(Cn2nc(C(=O)O)c3ccccc3c2=O)c1
  -0.8	19	-0.2	-2	-1.2	-1	-0.3	-1	4
O=C(CCC1CCN(Cc2ccccc2Cl)CC1)NC1CC1
  -1.7	-8	-0.6	-7	?	-1	0.4	-3	-4
CCOC(=O)c1ccc(NC(=O)COc2ccc(CNC3CCCCC3)cc2OC)cc1
  1.4	14	i	6	0.3	-4	2.1	-2	14
Nc1nnc(CC2=CCCCC2)s1
  0.1	4	i	3	-1.7	-4	/	-9	-3
O=C(c1ccccc1OC(F)F)N1CCN(S(=O)(=O)c2ccc3c(c2)OCCCO3)CC1
  -0.7	11	i	2	0.9	/	0.8	1	5
O=C(NCCO)c1ccc(-c2nnc(N3CCOCC3)c3ccccc23)cc1
  -2.5	4	-0.6	-6	0.4	3	/	6	-12
Cc1ccc(C)c(CN2CCCN(C(=O)Cn3ncc4c3-c3ccccc3OC4)C2)c1
  -1.1	23	i	-12	-0.9	3	0.9	-5	0
Cc1ccccc1C(=O)NNC(=O)C(=O)N1CCCCC1
  -0.7	2	-3.4	2	-1.7	1	1.9	-7	-10
CC1CCN(C(=O)CSc2nnc(CSc3ncccn3)n2C)CC1
  -1.1	3	i	25*	0.5	0	/	2	11
COc1ccc(C=C(C(=O)c2ccccc2)C(=O)c2ccccc2)cc1
  /	/	/	-1	-0.5	/	1.3	-8	/
COc1ccc(CNC2CCSc3ccccc32)cc1OC (stereo not drawn)
  -0.4	-2	-0.9	-1	0.8	3	1.0	-1	2
CCn1nnnc1SCC(=O)N1CCOCC1
  -0.5	-2	7.1	2	-2.5	-5	/	-6	1
Cc1ccc(S(=O)(=O)N2CCCCC2)cc1NC(=O)CSc1nnc(C2CC2)n1N
  0.2	6	-1.6	-7	-1.1	/	-0.1	0	-4
Nc1ccccc1-n1cccc1
  1.4	-8	-0.4	-10	/	-1	1.0	/	-6
COc1ccc(-c2oc3c(c2C#CC2(O)CCCCC2)C(OC)CCC3)cc1 (stereo not drawn)
  /	/	/	5	-0.5	/	-2.1	-3	/
CCOC(=O)C(=CNc1ccc(N2CCOCC2)cc1)C(=O)OCC
  1.0	-5	-0.2	3	0.3	-2	-0.8	-4	-14
COc1ccc(Cc2c(C3CCCCC3)nc3ccc(Br)cn23)c(C)c1
  /	/	/	-9	12	/	0.5	11	/
Cc1ccc(NC(=O)Nc2c(Cl)cccc2Cl)cn1
  -0.3	17	-0.5	3	4.2	4	0.3	0	0
O=C(c1ccc2c(=O)n(-c3ccccc3)c(=O)[nH]c2c1)N1CCN(c2ccc(F)cc2)CC1
  -1.1	-3	-0.7	-7	-0.2	1	/	-11	-1
CN(C)C(CNc1ncnc2sc3c(c12)CCCC3)c1ccco1 (stereo not drawn)
  0.0	14	-0.2	2	0.7	-6	1.3	-6	7
CC(C)(C)c1ccc(C(=O)NCc2nnc(SCC(=O)NC3CCCC3)o2)cc1
  -0.5	13	i	2	1.3	1	0.0	-2	0&-15
C=C1CCN(C(Cc2ccccc2)C(=O)OC)S(=O)(=O)c2ccc(F)cc21 (stereo not drawn)
  -1.8	19	0.0	6	0.2	/	1.4	-7	-2
Cc1cccc(N2C(=O)CC(N3CCN(c4ccccn4)CC3)C2=O)c1 (stereo not drawn)
  0.5	2	i	5	-0.5	1	-0.7	-2	7
Cc1ccc(C)c(NC(=O)CN2C(=O)C3CC=CCC3C2=O)c1 (stereo not drawn)
  /	-4	i	-6	0.1	/	-1.4	0	/
C[C@@H]1CCCCO[C@@H](CN(C)Cc2ccc3c(c2)OCO3)[C@@H](C)CN([C@H](C)CO)C(=O)c2cc(N(C)C)ccc2O1
  /	16	-0.4	4	-0.3	/	-19&-14&-26	3	/
Cc1ccc(OCCNC(=O)c2cccc(S(=O)(=O)N3CCN(C)CC3)c2)cc1
  1.6	2	1.2	-1	0.2	/	-5.4	6	-18
O=C(O)CCC(=O)NNC(=O)c1ccc(Br)cc1
  -1.8	11	-0.4	-1	0.3	1	0.1	0	0
CCN(CCn1cccn1)C(=O)CCc1nnc(C2(c3ccc(Cl)cc3)CCC2)o1
  0.8	3	i	-4	0.5	0	1.0	0	-17
CCCCC1(C)NC(=O)N(CC(=O)Nc2ccc(S(=O)(=O)N3CCOCC3)cc2)C1=O (stereo not drawn)
  0.6	-1	-3.2	6	0.2	-4	/	-1	1
O=C(Nc1cccc([N+](=O)[O-])c1)c1ccccc1
  -1.2	-3	i	-12	-0.2	1	0.3	-7	-18
CC(C)Cn1c(-c2cc(Br)ccc2F)nc2c1c(=O)[nH]c(=O)n2CC(C)C
  0.9	30	i	10	-4.5	7	0.1	8	-9
CN1C/C(=C/c2cccs2)C(=O)/C(=C\c2cccs2)C1
  3.0	3	i	-3	-0.6	-3	-0.4	3	5
Cc1sc2ncn(CC(=O)N3CCCC(C)C3)c(=O)c2c1S(=O)(=O)N1CCCCC1 (stereo not drawn)
  -0.5	5	-0.3	-2	2.2	-3	1.9	8	-11
Cc1ccn2cc(C(=O)N3CCCC(Nc4ccc(F)cc4)C3)nc2c1 (stereo not drawn)
  0.1	-1	-1.4	-3	0.3	2	3.1	-2	1
Cc1ccsc1C(=O)N1CCCCCC1(C)C(=O)NCC(C)C (stereo not drawn)
  /	-7	-0.4	6	0.1	/	-0.2	2	/
COc1ccc(Br)cc1CN1CCCCCC1
  0.7	2	i	-6	-1.6	0	-0.2	5	0
C=CCOc1ccc(/C=N/NC(=O)CN2CCOCC2)cc1OCC
  6.7	3	-0.4	-4	-0.9	3	-0.4	-3	/

13 entries out of the list, sorted by number of heavy atoms, descending.
Results follow in this order: PfHsp40 rescue	Yp Topo-I inh	Vc quorum ag	PrPC surface inh	BoNT A protease	3CLpro inhibitor	TcdB GH inh	Anthrax LF inh2	PriA SSB inh
CCOC(=O)c1ccc(NC(=O)COc2ccc(CNC3CCCCC3)cc2OC)cc1
  1.4	14	i	6	0.3	-4	2.1	-2	14
Cc1ccc(C)c(CN2CCCN(C(=O)Cn3ncc4c3-c3ccccc3OC4)C2)c1
  -1.1	23	i	-12	-0.9	3	0.9	-5	0
Cc1sc2ncn(CC(=O)N3CCCC(C)C3)c(=O)c2c1S(=O)(=O)N1CCCCC1 (stereo not drawn)
  -0.5	5	-0.3	-2	2.2	-3	1.9	8	-11
CC(C)(C)c1ccc(C(=O)NCc2nnc(SCC(=O)NC3CCCC3)o2)cc1
  -0.5	13	i	2	1.3	1	0.0	-2	0&-15
O=C(NNC(=O)c1ccc(NC(=O)c2ccccc2)cc1)Nc1ccccc1
  0.4	7	0.6	6	0.4	0	1.7	-6	-5
COc1ccc(Cc2c(C3CCCCC3)nc3ccc(Br)cn23)c(C)c1
  /	/	/	-9	12	/	0.5	11	/
C=CCOc1ccc(/C=N/NC(=O)CN2CCOCC2)cc1OCC
  6.7	3	-0.4	-4	-0.9	3	-0.4	-3	/
CN(C)c1ccc(N=C/C=C2/N(C)c3ccccc3C2(C)C)cc1
  -0.2	-9	i	-13	-3.9	-7	-70	-9	54
Cc1ccsc1C(=O)N1CCCCCC1(C)C(=O)NCC(C)C (stereo not drawn)
  /	-7	-0.4	6	0.1	/	-0.2	2	/
COc1ccc(CNC2CCSc3ccccc32)cc1OC (stereo not drawn)
  -0.4	-2	-0.9	-1	0.8	3	1.0	-1	2
O=C(Nc1cccc([N+](=O)[O-])c1)c1ccccc1
  -1.2	-3	i	-12	-0.2	1	0.3	-7	-18
COc1ccc(Br)cc1CN1CCCCCC1
  0.7	2	i	-6	-1.6	0	-0.2	5	0
Nc1ccccc1-n1cccc1
  1.4	-8	-0.4	-10	/	-1	1.0	/	-6

Next part:
Results follow in this order: PfHsp40 rescue	Yp Topo-I inh	Vc quorum ag	PrPC surface inh	BoNT A protease	3CLpro inhibitor	TcdB GH inh	Anthrax LF inh2	PriA SSB inh
COc1ccccc1OCC(=O)N1CCCCCCC1
  -1.4	8	2.0	2	-1.8	-2	-1.2	1	-8
O=C(CSc1nnnn1Cc1ccccc1)Nc1cccc(F)c1
  -0.2	-7	-0.2	10	-4.2	1	2.1	-14	-17
Cc1c(NC(=O)CS(=O)(=O)c2ccccc2)c(=O)n(-c2ccccc2)n1C
  -0.1	0	-0.2	-4	-0.2	4	-0.1	0	0
C=CCNCC(=O)Nc1ccccc1SCC(=O)Nc1ccsc1C(=O)OC
  -1.6	20	-0.3	-5	-0.3	2	0.5	0	9
COc1ccc(S(=O)(=O)N2CCN(C(=O)c3cc(C)oc3C)CC2)cc1OC
  -0.8	-5	-0.4	4	-0.6	/	0.7	-2	0
CC1=CN2C(=N)/C(=C/c3ccco3)C(=O)N=C2S1
  -0.4	0	-0.2	-6	-0.3	4	1.5	4	-12
CCOc1ccc(N/C(SC)=C(/C#N)C(N)=O)cc1
  1.4	10	-3.7	2	0.0	-1	/	-1	-6
COCCn1c(SCC(=O)Nc2cc(C)on2)nc2c([nH]c3ccccc32)c1=O
  /	4	-1.3	-5	-0.2	/	-1.1	0	/
COC(=O)CC(N)c1ccc(OC)c2ccccc12 (stereo not drawn)
  1.1	8	-0.4	1	-0.4	2	/	-1	2
COc1ccccc1CC1CC(=O)N(c2ccccc2)C1=O (stereo not drawn)
  1.1	-9	-0.3	-7	0.2	-4	0.5	0	-5
Cc1ccc(C(=O)Nc2nnc(C3=COCCO3)o2)cc1C
  0.3	-4	0.0	-8	1.7	-1	0.3	-3	-4&-4
CCCC(=O)c1ccc(CP(=O)(OCC)OCC)o1
  -0.7	-3	-0.7	7	-2.1	-2	-1.9	-8	0
Nc1c(C(=O)Nc2ccc(Cl)cc2)sc2nc(N3CCOCC3)c3c(c12)CCCC3
  -0.3	1	-3.8	9	0.6	-3	0.3	-3	-3
Cc1cc(SC(C)C(=O)NCC(=O)Nc2ccc(F)c(F)c2F)nc2ccccc12 (stereo not drawn)
  13	1	-0.2	9	-0.5	4	0.0	2	-7
COc1cccc(C(=O)N2CCN(Cc3cccc(F)c3)CC2)c1
  0.0	2	-1.2	4	-1.1	-6	1.0	0	-10
CCOC(=O)c1cccc(NC(=O)CSc2nnc(CNc3ccc(C)cc3)n2CC)c1
  0.6	5	i	-1	2.2	7	/	-9	0
COc1ccc(N2CCN(CC(O)COc3ccc([N+](=O)[O-])cc3)CC2)cc1 (stereo not drawn)
  -1.1	0	-0.3	-6	-0.2	-1	0.0	0	-9
